# G9a inh: qHTS Assay for Inhibitors of Histone Lysine Methyltransferase G9a | Histone-lysine N-methyltransferase EHMT2 (Homo sapiens), Q96KQ7 | G9a H3K9 monomethylation, AlphaScreen, 2 h | Potency, µM (series often up to 102 µM), for inactives: top-dose activity, negative = inhibition, most hits filed as inhibitors | actives 8.8% (n = 350,000) | AID 504332, 2011; note: potency is the fitted concentration of half-maximal effect; % is set by controls: 0 for no effect and ±100 for the full control effect; nearly all actives have a fitted effect of over 75% in size
# Target sequence (Q96KQ7 913-1193 limits assumed): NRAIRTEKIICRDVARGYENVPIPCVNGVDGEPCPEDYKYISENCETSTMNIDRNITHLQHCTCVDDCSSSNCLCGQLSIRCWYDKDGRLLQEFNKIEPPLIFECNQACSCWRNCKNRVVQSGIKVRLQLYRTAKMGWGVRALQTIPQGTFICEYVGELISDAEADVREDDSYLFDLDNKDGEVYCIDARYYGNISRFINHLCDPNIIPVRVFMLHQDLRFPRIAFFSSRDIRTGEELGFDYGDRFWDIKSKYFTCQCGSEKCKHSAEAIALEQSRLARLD
#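 Step 1: enzyme (final 20 nM) with compound, 15 min RT. Step 2: substrate peptide 500 nM and SAM 20 uM, 2 h RT. Step 3: anti-H3K9me1 antibody and AlphaScreen beads, 10 min, then plate read.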
# PGK inhibitor: qHTS Assay to Find Inhibitors of Phosphoglycerate Kinase; Phosphoglycerate kinase, glycosomal (Trypanosoma brucei brucei), P07378; PGK/GAPDH coupled, Kinase-Glo luminescence, 60 min; Potency, µM (titrated, usually from 57.5 µM), inactives show top-dose activity change, negative = inhibition, hits mostly inhibitors; actives 0.043% (n = 380,000); AID 602233, 2012; note: potency is the fitted concentration of half-maximal effect; % is set by controls: 0 for no effect and ±100 for the full control effect; nearly all actives have a fitted effect of over 60% in size
#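 Luminescent ATP detection (Kinase-Glo Plus) follows a 60-minute room-temperature incubation, with wells lacking PGK as controls. Buffer: 100 mM TEA (pH 7.6), 5 mM MgCl2, 0.01% Tween-20. Coupling enzyme GAPDH (100 nM final) supplies unstable 1,3-BPG in-well.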
# Pol eta inh: qHTS for Inhibitors of Polymerase Eta. DNA polymerase eta (Homo sapiens), Q9Y253. recombinant Pol eta, fluorescent DNA replication assay. Potency, µM (highest dose often 114 µM), for the others: at the highest dose activity change, negative = inhibition, usual class: inhibitors. actives 1.2% (n = 390,000); note: potency is the fitted concentration of half-maximal effect; % is set by controls: 0 for no effect and ±100 for the full control effect
#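 Pol eta at 10 nM preincubated with compounds 15 min at room temperature; reaction started with fluorescent substrate (50 nM final) and read kinetically at 0 and 10 min.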
# BAZ2B block: qHTS Assay for Inhibitors of BAZ2B; Bromodomain adjacent to zinc finger domain protein 2B (Homo sapiens), Q9UIF8; AlphaScreen BAZ2B-H3K14Ac peptide displacement; Potency, µM (titrated, usually from 114 µM), for inactives: top-dose activity change, negative = inhibition, hits mostly inhibitors; actives 4.4% (n = 360,000); note: potency is the fitted concentration of half-maximal effect; % is set by controls: 0 for no effect and ±100 for the full control effect; nearly all actives have a fitted effect of over 60% in size
#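 AlphaScreen displacement: compounds (up to 110uM) incubated 30 min at room temperature with a preformed 50 nM BAZ2B/50 nM biotinylated H3K14Ac peptide complex in PBS pH 7.4 with Tween-20. Donor and acceptor beads at 10 ug/mL final added, 20 min light-protected before reading.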
# Pin1 inh: qHTS Assay to Find Inhibitors of Pin1; Potency, µM (top dose mostly 115 µM), for inactives: top-dose activity, negative = inhibition, most hits filed as inhibitors; Pin1 FP peptide displacement, HiFluor488, 10 min; actives 0.009% (n = 390,000); active = well fitted inhibition curve with a large enough effect in the polarisation, with a control signal flat, not every such curve was filed as active; inconclusive = small, poorly fitted or top-dose-only effect, or effect the other way, or a change in a side signal; inactive = no such curve, though single readings can be large or run the other way; the % refers to the polarisation; note: potency is the fitted concentration of half-maximal effect; % is set by controls: 0 for no effect and ±100 for the full control effect
# Target sequence (Q13526 whole entry, looked up): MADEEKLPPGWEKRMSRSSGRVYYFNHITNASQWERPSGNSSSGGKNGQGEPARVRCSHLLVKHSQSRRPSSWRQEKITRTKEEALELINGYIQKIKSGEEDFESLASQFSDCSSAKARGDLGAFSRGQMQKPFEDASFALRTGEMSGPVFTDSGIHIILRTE
# PI4K2A inh: qHTS for small molecular inhibitors of PI4K2A; Phosphatidylinositol 4-kinase type 2-alpha (Homo sapiens), Q9BTU6; purified PI4K2A, ADP-Glo luminescence, 1 h; hits give low values; activity change, negative = inhibition, % at 76.9 µM; actives 0.13% (n = 420,000); AID 1346378, 2018; in the data active = activity change below about -50%; inconclusive = mostly about -30% to -49%;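 note: -100% = wells without enzyme as full effect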
# Target sequence (Q9BTU6 whole entry, looked up): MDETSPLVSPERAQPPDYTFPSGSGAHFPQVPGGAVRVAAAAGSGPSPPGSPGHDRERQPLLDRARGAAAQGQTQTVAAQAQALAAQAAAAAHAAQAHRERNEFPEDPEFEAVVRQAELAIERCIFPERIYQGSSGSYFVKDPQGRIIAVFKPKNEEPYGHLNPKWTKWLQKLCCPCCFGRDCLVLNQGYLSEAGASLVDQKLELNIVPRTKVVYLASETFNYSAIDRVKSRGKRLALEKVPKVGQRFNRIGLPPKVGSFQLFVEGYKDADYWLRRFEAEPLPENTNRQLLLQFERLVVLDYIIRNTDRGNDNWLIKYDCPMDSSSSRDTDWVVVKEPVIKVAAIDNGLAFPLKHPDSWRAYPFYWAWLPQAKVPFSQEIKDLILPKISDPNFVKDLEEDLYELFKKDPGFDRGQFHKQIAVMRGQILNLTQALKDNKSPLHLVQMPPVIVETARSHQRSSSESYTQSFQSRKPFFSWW
#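 PI4K2A activity was measured by ADP-Glo luminescence: enzyme (4 ug/mL stock) and phosphatidylinositol (1.2 mM stock) in Tris pH 7.5/MgCl2/EGTA/Triton X-100 buffer were reacted with ATP (300 microM stock) for one hour at ambient temperature.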
# GLS inh: qHTS for Inhibitors of Glutaminase (GLS); Glutaminase kidney isoform, mitochondrial (Homo sapiens), O94925; GLS enzymatic activity, qHTS titration; Potency, µM (highest dose often 45.5 µM), inactives show at the top dose activity change, negative = inhibition, hits mostly inhibitors; actives 0.21% (n = 410,000); note: potency is the fitted concentration of half-maximal effect; % is set by controls: 0 for no effect and ±100 for the full control effect
#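 Enzyme dispensed in phosphate buffer (45 mM, pH 8.2, 0.02% Tween-20), compounds pinned in, then 1 mM L-glutamine solution and the glutamate oxidase–HRP–Amplex Red mix added; fluorescence read immediately and again after 30 min at room temperature.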
# JMJD2A Tudor: qHTS Assay for Inhibitors of JMJD2A-Tudor Domain | AlphaScreen JMJD2A-Tudor / H3K4me3 peptide binding | Potency, µM (top dose mostly 114 µM), for the others: at the highest dose activity change, negative = inhibition, most hits filed as inhibitors | actives 4.4% (n = 390,000); note: potency is the fitted concentration of half-maximal effect; % is set by controls: 0 for no effect and ±100 for the full control effect; nearly all actives have a fitted effect of over 50% in size
# HP1b chromo inh: HTS for Inhibitors of HP1-beta Chromodomain Interactions with Methylated Histone Tails; actives 0.56% (n = 390,000); AlphaScreen HP1-beta / biotin-H3K9me3 peptide binding; Potency, µM (titrated, usually from 114 µM), without a hit: at the top dose activity change, negative = inhibition, hits mostly inhibitors; note: potency is the fitted concentration of half-maximal effect; nearly all actives have a fitted effect of over 70% in size; inactives centre near 23
#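 HP1-beta protein (50 nM final) preincubated 30 min at room temperature with biotinylated H3(1-18)K9me3 peptide (50 nM) in PBS pH 7.4, 0.01% Tween-20, then compound added for 30 min. AlphaScreen streptavidin donor/nickel chelate acceptor beads (10 ug/mL final), 30 min dark, luminescence read.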
# An asterisk follows results filed as active; i = inactive; ? = inconclusive; . = not tested or not shown; & = joins results of further samples; [ ] = another dose, or the depositor's remark. Unless noted, calls come from the whole dose curve; as a rule, active = well fitted curve in the direction sought with a large enough effect; inconclusive = small, poorly fitted or top-dose-only effect, or another doubt; inactive = no such curve, though single readings can be large; an effect the other way counts as inactive or inconclusive. A portion of the library; the hit share may differ from the screen's.
No.	G9a inh	PGK inhibitor	Pol eta inh	BAZ2B block	Pin1 inh	PI4K2A inh	GLS inh	JMJD2A Tudor	HP1b chromo inh	structure
1	7%[59 µM]	-8%	-18%	-6%	-2%	-9	11%	-11%	30%	Cc1ccc(S(=O)(=O)NCCC(=O)N2CCC(C)CC2)cc1
2	-2%	7%	-2%	-25%	4%	3	0%	-16%	26%	COc1ccc(CCNC(=O)C2CCCN(c3ncnc4c3nc3n4CCCCC3)C2)c(OC)c1 (stereo not drawn)
3	?	-10%	-15%	-12%	2%	-3	15%	-15%	-19%	COCCCNC(=S)Nc1ccc(C)cc1[N+](=O)[O-]
4	?	4%	-2%	6%	-3%	-4	6%	-7%	5%	Cc1ccccc1OCC(=O)NC(=S)Nc1ccc(N2CCOCC2)c(Cl)c1
5	?	i	-20%	-8%	11%	-1	-11%	-10%	39%	COc1ccc(-c2nnc(SCC(=O)c3cccs3)n2-c2ccc(Cl)cc2)cc1
6	-4%	-8%	0%	-6%	-1%	-2	3%	-13%	12%	COc1ccccc1NC(=O)CN1C(=O)CSC(C)C1=O (stereo not drawn)
7	13%	i	0%	-4%	-2%	1	7%	-14%	4%	O=c1cc(Cl)[nH]c(=O)n1Cc1ccccc1
8	-6%[59 µM]	-6%	-19%	3%	3%	2	-3%	-13%	11%	COc1ccc(-c2noc(-c3ccc(NCC4CCCO4)c([N+](=O)[O-])c3)n2)cc1OC (stereo not drawn)
9	79µM*	-4%	-20%	3%	3%	-6	0%	-6%	33%	CCOC(=O)CSc1nc2sc(C(=O)O)c(C)c2c(=O)[nH]1
10	3%[2.33 µM]	-4%	-14%	-6%	16%	9	-2%	-19%	19%	O=[N+]([O-])c1ccc(CSc2ccc(S(=O)(=O)N3CCCC3)cn2)cc1
11	-39%	-8%	-13%	.	0%	-6	1%	-6%	48%[activator]	CNc1nc(Cl)nc(Nc2ccccc2)n1
12	.	7%	-2%	-3%	?	-6	0%	-14%	4%	CCOc1ccc(NC(=O)c2ccc3c(c2)CCN3S(C)(=O)=O)cc1
13	-47%[59 µM]	-3%	-2%	?	-4%	-4	-8%	-19%	3%	O=C(OCC(=O)c1cccs1)c1ccc([N+](=O)[O-])o1
14	14%[12.7 µM]	0%	-16%	155%[activator]	2%	6	7%	105%[activator]	233%[activator]	Clc1cccc2sc(N3CCCCC3)nc12
15	.	-8%	-6%	-5%	6%	-4	-1%	-1%	59%[activator]	Cc1cc(Cl)c2oc(C(=O)NC3CCC(O)CC3)c(C)c2c1 (stereo not drawn)
16	10%[12.7 µM]	-1%	2%	-13%	1%	-4	6%	-8%	34%	COc1ccc(C(=O)COc2ccccc2C(=O)Nc2ccccc2)cc1
17	-16%[59 µM]	8%	-2%	1%	7%	4	3%	-19%	28%	COc1cc2cc(Oc3ccc4ccc(=O)oc4c3)c(=O)oc2cc1OC(=O)/C=C/c1ccccc1
18	-15%[59 µM]	-3%	3%	-4%	-3%	-8	9%	-2%	49%[activator]	Cc1cccc(NS(=O)(=O)c2cc(OCC(N)=O)c(C)cc2Cl)c1
19	14%[59 µM]	5%	?	-11%	6%	0	6%	?	5%	CCn1cc(/C=N/NC(=O)COc2cccc3cccnc23)c2ccccc21
20	40µM*	-9%	-18%	?	21%	4	1%	?	-14%	CN1CCN(CCCNC(=O)c2ccc(/C=C3/Sc4ccccc4N(Cc4cccc(Cl)c4)C3=O)cc2)CC1
21	14%[12.7 µM]	.	6%	-5%	0%	-2	0%	-15%	21%	O=C(Cc1c(F)cccc1Cl)Nc1ccncc1
22	0%	-4%	-20%	-15%	-3%	2	-9%	-6%	20%	Cc1cccc(C(=O)N[C@H](C(=O)Nc2ncc(C)s2)C(C)C)c1
23	-7%[59 µM]	2%	-6%	-11%	1%	6	18%	-28%	7%	COC(=O)c1ccc(C(=O)OCCCc2nc3ccc(N)cc3[nH]2)cc1
24	-8%	i	0%	-1%	0%	-3	7%	-17%	11%	CC1CC(C)CN(C(=O)c2ccc(N3CC4CC(C3)c3cccc(=O)n3C4)c([N+](=O)[O-])c2)C1 (stereo not drawn)
25	2.5µM*	-8%	-16%	-6%	-2%	3	-21%	13µM*	-6%	COc1ccc(-n2c(CNC(=O)COc3ccc(Cl)cc3)n[nH]c2=S)cc1

# Shown bar-delimited: part of the list above
entry | Structure | G9a inh | PGK inhibitor | Pol eta inh | BAZ2B block | Pin1 inh | PI4K2A inh | GLS inh | JMJD2A Tudor | HP1b chromo inh
15 | Cc1cc(Cl)c2oc(C(=O)NC3CCC(O)CC3)c(C)c2c1 (stereo not drawn) | . | -8% | -6% | -5% | 6% | -4 | -1% | -1% | 59%[activator]
16 | COc1ccc(C(=O)COc2ccccc2C(=O)Nc2ccccc2)cc1 | 10%[12.7 µM] | -1% | 2% | -13% | 1% | -4 | 6% | -8% | 34%
17 | COc1cc2cc(Oc3ccc4ccc(=O)oc4c3)c(=O)oc2cc1OC(=O)/C=C/c1ccccc1 | -16%[59 µM] | 8% | -2% | 1% | 7% | 4 | 3% | -19% | 28%
18 | Cc1cccc(NS(=O)(=O)c2cc(OCC(N)=O)c(C)cc2Cl)c1 | -15%[59 µM] | -3% | 3% | -4% | -3% | -8 | 9% | -2% | 49%[activator]
19 | CCn1cc(/C=N/NC(=O)COc2cccc3cccnc23)c2ccccc21 | 14%[59 µM] | 5% | ? | -11% | 6% | 0 | 6% | ? | 5%
20 | CN1CCN(CCCNC(=O)c2ccc(/C=C3/Sc4ccccc4N(Cc4cccc(Cl)c4)C3=O)cc2)CC1 | 40µM* | -9% | -18% | ? | 21% | 4 | 1% | ? | -14%
21 | O=C(Cc1c(F)cccc1Cl)Nc1ccncc1 | 14%[12.7 µM] | . | 6% | -5% | 0% | -2 | 0% | -15% | 21%
22 | Cc1cccc(C(=O)N[C@H](C(=O)Nc2ncc(C)s2)C(C)C)c1 | 0% | -4% | -20% | -15% | -3% | 2 | -9% | -6% | 20%
23 | COC(=O)c1ccc(C(=O)OCCCc2nc3ccc(N)cc3[nH]2)cc1 | -7%[59 µM] | 2% | -6% | -11% | 1% | 6 | 18% | -28% | 7%
24 | CC1CC(C)CN(C(=O)c2ccc(N3CC4CC(C3)c3cccc(=O)n3C4)c([N+](=O)[O-])c2)C1 (stereo not drawn) | -8% | i | 0% | -1% | 0% | -3 | 7% | -17% | 11%
25 | COc1ccc(-n2c(CNC(=O)COc3ccc(Cl)cc3)n[nH]c2=S)cc1 | 2.5µM* | -8% | -16% | -6% | -2% | 3 | -21% | 13µM* | -6%

# Later entries.
No.	G9a inh	PGK inhibitor	Pol eta inh	BAZ2B block	Pin1 inh	PI4K2A inh	GLS inh	JMJD2A Tudor	HP1b chromo inh	structure
26	.	0%	-14%	6%	-2%	2	-6%	13%	60%[activator]	CSc1nc(Oc2ccc(=O)[nH]n2)nc(N(C)C)n1
27	.	-4%	14%	1%	10%	-1	12%	-10%	23%	O=c1c(C/C=C/c2ccccc2)c(O)ccn1Cc1cccc(Cl)c1
28	40µM*	-4%	-11%	1%	0%	-2	-4%	-19%	33%	CCOC(=O)N1CCC(c2[nH][nH]c(=O)c2C)CC1
29	-35%[2.33 µM]	-2%	-14%	.	-3%	0&-6	1%	-22%	19%	CCCCC(CC)CN1CN(CC(CC)CCCC)CC(C)(N)C1 (stereo not drawn)
30	-17%	1%	-3%	-19%	2%	-2	1%	-9%	11%	COCCNC(=O)Nc1ccc2c(c1)N(C)C(=O)c1ccccc1S2
31	28µM*	-2%	-7%	40µM*	-18%	3	29%	56µM*	?	CCN(CC(=O)Nc1c(C(=O)OC)[nH]c2ccc(Cl)cc12)c1ccc2c(c1)OCO2
32	?	0%	-8%	?	-1%	5	25%	?	-21%	CCOC(=O)N1CCN(C(=O)c2ccc3c(c2)N(Cc2ccc(C)cc2)CCS3)CC1
33	?	-5%	-13%	-18%	-2%	6	4%	-20%	12%	Cc1ccc(C)c(NC(=O)c2cc(=O)c3ccccc3o2)c1
34	.	6%	-4%	.	3%	-1	4%	-1%	10%	O=[N+]([O-])c1ccccc1/C=N/NC1=NCCN1
35	?	-7%	-2%	-23%	3%	-1	0%	-14%	33%	Cc1ccc(S(=O)(=O)Nc2ccnc(-c3cccnc3)n2)cc1
36	13%[2.33 µM]	1%	-17%	-12%	-1%	2	84%[activator]	-4%	23%	Cc1ccccc1OCCn1c(S(=O)(=O)O)nc2c(N)ncnc21
37	45µM*	-6%	-9%	-35%	21%	-3	0%	-9%	26%	N#C/C(=C/c1ccncc1)c1nc2ccccc2c(=O)[nH]1
38	29%	0%	-11%	10%	1%	9	1%	-24%	43%[activator]	O=C(NNC(=S)NCc1ccccc1)c1cccnc1
39	-3%	-1%	-22%	-11%	-4%	-5	-9%	-3%	42%[activator]	O=C(COC(=O)Cc1ccccc1F)Nc1ccc(F)cc1F

# High-throughput results from PubChem BioAssay.
